# TbREL1 inh: TbREL1 RNA ligase inhibitors, primary screen, biochemical, FRET fluorescence | TbREL1 RNA ligation | inhibition, % at 9.66 µM | actives 0.49% (n = 89,000) | AID 1117264, 2014;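 active means inhibition above the mean inhibition across all screened compounds plus 3 SD, cut at about 11% in these data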;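 further: 0% = plate median of test wells and 100% = NSC42067 control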
# Target sequence (P86926 whole entry, looked up): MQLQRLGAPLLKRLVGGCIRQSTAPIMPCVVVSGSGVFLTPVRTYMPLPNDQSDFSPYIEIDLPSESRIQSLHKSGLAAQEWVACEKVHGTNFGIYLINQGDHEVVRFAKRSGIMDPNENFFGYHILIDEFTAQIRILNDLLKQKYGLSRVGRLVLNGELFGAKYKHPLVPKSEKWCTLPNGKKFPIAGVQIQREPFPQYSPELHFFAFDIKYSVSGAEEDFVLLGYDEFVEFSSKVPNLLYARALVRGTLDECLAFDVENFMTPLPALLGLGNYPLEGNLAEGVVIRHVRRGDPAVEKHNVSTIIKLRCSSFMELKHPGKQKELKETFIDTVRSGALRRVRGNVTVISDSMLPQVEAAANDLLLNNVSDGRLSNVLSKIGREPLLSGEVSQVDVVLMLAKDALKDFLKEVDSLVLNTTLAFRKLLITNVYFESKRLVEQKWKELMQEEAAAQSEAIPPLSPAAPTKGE
# Numbers without * were called inactive. The list is partial; the hit share may differ from the screen's.
SMILES | TbREL1 inh
Cc1ccc(-n2c(SCC(=O)Nc3ccc(C(=O)O)cc3)nnc2-c2ccncc2)cc1 | 4
Clc1cccc(OCc2nc(-c3ccncc3)n[nH]2)c1 | 0
COc1cc(C=O)cc(OC)c1OS(=O)(=O)c1ccc(NC(C)=O)cc1 | 1
CCOC(=O)N1CCN(C(=O)Cc2ccccc2[N+](=O)[O-])CC1 | 4
CC(=O)N1CCN(c2nc(-c3ccco3)c3c(c2C#N)CC(C)(C)SC3)CC1 | -2
CCCN(CC1CCCO1)C(=O)c1cc(COc2ccc(F)cc2F)on1 (stereo unspecified) | -2
O=C(CSc1nnc(COc2ccccc2)n1Cc1ccco1)NCc1ccco1 | 1
COc1ccc(-c2sc3ccc(OC)cc3c2-c2ccc(OC)nc2)cc1 | 4
O=C(N/N=C/c1ccc(F)c(F)c1)c1cc2c(s1)-c1ccccc1CC2 | 0
C[C@H](CO)N1C[C@H](C)[C@@H](CN(C)Cc2ccc3c(c2)OCO3)Oc2ccc(NS(C)(=O)=O)cc2C1=O | -3
COc1ccc2nc(NC(=O)C3CCN(C(=O)c4ccco4)CC3)sc2c1 | 3
N#CCC(=O)N1CC2(CC(c3cccc(NC(=O)COc4ccc(Cl)cc4)c3)=NO2)C[C@@H]1C(N)=O (stereo partly specified) | 0
Cc1ccc(C(=O)Nc2nnc(-c3ccc(C(C)(C)C)cc3)s2)cc1 | -1
O=C(Nc1ccc(F)cc1F)c1ccc(S(=O)(=O)N2CCCCC2)cc1 | -1
CCOC(=O)c1cccc(NC(=O)Cn2cnc3c2c(=O)n(C)c(=O)n3C)c1 | -3
Cn1ccc2cc(S(=O)(=O)N3CCN(S(=O)(=O)c4c(F)cccc4F)CC3)ccc21 | -2
Cc1cc(C)n(-c2ccc(C(=O)OCC(=O)NCc3ccco3)cc2)n1 | -3
CCN(C(=O)CSc1nnc(-c2cccs2)n1N)c1c(N)n(Cc2ccccc2)c(=O)[nH]c1=O | 1
CC1CC(C)CN(c2ncc3c(n2)CC(c2ccc(Cl)cc2)CC3=O)C1 (stereo unspecified) | 4
CC(=O)N(C)c1ccc(NC(=O)c2ccccc2C(=O)O)cc1 | -1
CCNC(=S)NNC(=O)c1cc(C)nc2ccccc12 | -1
COc1cc2sc3ccc(-c4ccc(CN5CCOCC5)cc4)cc3c(=O)c2cc1OC | 1
Cc1cc(C)cc(NC(=O)C2CCN(c3cnccn3)CC2)c1 | -3
O=C(NCc1ccco1)O[C@@H]1CC[C@@]23CCCN2C(=O)CCC[C@H]3C1 | 3
CCCNCCC(c1ccco1)c1ccccc1OC (stereo unspecified) | 0
CCN(CC(=O)Nc1cc(S(=O)(=O)N2CCCCC2)ccc1Cl)Cc1ccccc1 | 7
O=C(OCC(=O)N1CCCC1)c1cc(=O)c2ccccc2o1 | -1
COc1cccc(C(=O)NC2CC3CCCC(C2)N3S(=O)(=O)c2ccccc2)c1 (stereo unspecified) | 6
OCCCn1c(C2CCCN2c2nc(-c3ccc(F)cc3)cs2)nc2cc(Cl)c(Cl)cc21 (stereo unspecified) | 1
O=C(NCc1ccccn1)Nc1cccc(Cl)c1Cl | 4
Cc1ccc(C)c(S(=O)(=O)N2CCN(C(=O)Cc3c(F)cccc3Cl)CC2)c1 | -2
O=C(Nc1cc(C(F)(F)F)ccc1Cl)C(NCc1ccccc1)c1ccccc1 (stereo unspecified) | 5
COc1ccc(OC)c(NC(=O)Cn2c(=O)n(CC3CCCO3)c(=O)c3cc(OC)c(OC)cc32)c1 (stereo unspecified) | -1
CCOC(=O)c1cccc(NC(=O)CN(C)S(=O)(=O)c2ccc(F)cc2)c1 | -2
Cc1c(C(=O)NCCc2ccccc2)oc2ccc(S(=O)(=O)N3CCC4(CC3)OCCO4)cc12 | 8
CCc1ccc(NC(=O)c2ccc3c(c2)C(=O)N(Cc2ccco2)C3=O)cc1 | -2
CC(C)COc1ccc(-c2csc(N3CCC(C(N)=O)CC3)n2)cc1 | -2
COc1ccc(NC(=O)COCC(=O)Nc2ccc(C)cc2)cc1 | 5
COc1ccc(OC)c(N(CC(=O)N2CCCCC2)S(=O)(=O)c2ccc(OC)c(OC)c2)c1 | 0
NC(=O)C1CCN(C(=O)CSc2nc3c(c(-c4ccccc4)n2)CCCC3)CC1 | 2
CCOc1cnc(C(=O)NNC(=O)C(Br)C(C)C)o1 (stereo unspecified) | 5
O=C(CSc1nnc2ccc(-c3ccncc3)nn12)c1cccs1 | 0
Cc1cc(SCC(=O)Nc2ccc(O)cc2)n2ncc(-c3ccccc3)c2n1 | -2
CC1CCCC(C)N1C(=O)COC(=O)C12CC3CC(CC(Cl)(C3)C1)C2 (stereo unspecified) | 0
C[C@H]1CCC[C@]2(CC(=O)c3cc(F)ccc3O2)C1 | 0
CC(=O)n1cc([C@H]2C=C(C(=O)N3CCOCC3)O[C@@H](OCc3ccc(CO)cc3)C2)c2ccccc21 | -2
CN(Cc1cccs1)S(=O)(=O)c1cccs1 | -2
Cc1ccc(-c2csc(N3CCN(S(=O)(=O)c4ccc5c(c4)NC(=O)CO5)CC3)n2)cc1 | 0
NC(=O)C1CCN(c2cc(N3CCOCC3)ccc2[N+](=O)[O-])CC1 | 1
CCCCOc1ccc(C(=O)NCC(=O)NCC(=O)OCC)cc1 | -4
COc1ccc(NC(=O)CSC(C)c2nc3ccccc3c(=O)[nH]2)cc1 (stereo unspecified) | -1
C=CCn1c(SCC(=O)Nc2nccs2)nnc1-c1ccco1 | -1
COC(=O)C1CCN(C(=O)COC(=O)c2ccc(N3CCCC3=O)cc2)CC1 | -1
Cc1cc(C(N)=O)c2ccccc2n1 | 4
CC(C)Oc1ccc(S(=O)(=O)N2CCOCC2)cc1NC(=O)CSc1nnc(C2CC2)n1C | 0
COc1ccc(CNC(=O)COC(=O)c2n[nH]c3ccccc23)cc1 | -4

# Later entries.
SMILES | TbREL1 inh
Cc1ccc(NC(=O)C2CC(=O)N(C(C)C)C2)cc1Cl (stereo unspecified) | 1
O=C(C[n+]1cc(-c2ccc(Cl)cc2)n2c1CCC2)Nc1nc(-c2ccc(F)cc2)cs1 | 1
CCOC(=O)c1ccc(NC(=O)Cn2nnc(-c3ccccc3C)n2)cc1 | -4
CCOc1ccc2nc(-c3ccc(OC)c(OC)c3)cc(C(=O)O)c2c1 | 2
CCCCc1ccc(NC(=O)Nc2cnccn2)cc1 | 1
O=C(Nc1ccc2nc3n(c(=O)c2c1)CCCCC3)c1ccccn1 | 1
CC(C)=NNC(=O)C1=NNC(=O)C1 | -3
Cc1ccccc1OCC(=O)O/N=C(\N)c1ccncc1 | 0

# Laid out differently: results already given.
TbREL1 inh	Molecule
5	O=C(Nc1cc(C(F)(F)F)ccc1Cl)C(NCc1ccccc1)c1ccccc1 (stereo unspecified)
-1	COc1ccc(OC)c(NC(=O)Cn2c(=O)n(CC3CCCO3)c(=O)c3cc(OC)c(OC)cc32)c1 (stereo unspecified)
-2	CCOC(=O)c1cccc(NC(=O)CN(C)S(=O)(=O)c2ccc(F)cc2)c1
8	Cc1c(C(=O)NCCc2ccccc2)oc2ccc(S(=O)(=O)N3CCC4(CC3)OCCO4)cc12
-2	CCc1ccc(NC(=O)c2ccc3c(c2)C(=O)N(Cc2ccco2)C3=O)cc1
-2	CC(C)COc1ccc(-c2csc(N3CCC(C(N)=O)CC3)n2)cc1
5	COc1ccc(NC(=O)COCC(=O)Nc2ccc(C)cc2)cc1
0	COc1ccc(OC)c(N(CC(=O)N2CCCCC2)S(=O)(=O)c2ccc(OC)c(OC)c2)c1
2	NC(=O)C1CCN(C(=O)CSc2nc3c(c(-c4ccccc4)n2)CCCC3)CC1
5	CCOc1cnc(C(=O)NNC(=O)C(Br)C(C)C)o1 (stereo unspecified)
0	O=C(CSc1nnc2ccc(-c3ccncc3)nn12)c1cccs1
-2	Cc1cc(SCC(=O)Nc2ccc(O)cc2)n2ncc(-c3ccccc3)c2n1
0	CC1CCCC(C)N1C(=O)COC(=O)C12CC3CC(CC(Cl)(C3)C1)C2 (stereo unspecified)
0	C[C@H]1CCC[C@]2(CC(=O)c3cc(F)ccc3O2)C1
-2	CC(=O)n1cc([C@H]2C=C(C(=O)N3CCOCC3)O[C@@H](OCc3ccc(CO)cc3)C2)c2ccccc21
-2	CN(Cc1cccs1)S(=O)(=O)c1cccs1
0	Cc1ccc(-c2csc(N3CCN(S(=O)(=O)c4ccc5c(c4)NC(=O)CO5)CC3)n2)cc1
1	NC(=O)C1CCN(c2cc(N3CCOCC3)ccc2[N+](=O)[O-])CC1
-4	CCCCOc1ccc(C(=O)NCC(=O)NCC(=O)OCC)cc1
-1	COc1ccc(NC(=O)CSC(C)c2nc3ccccc3c(=O)[nH]2)cc1 (stereo unspecified)
-1	C=CCn1c(SCC(=O)Nc2nccs2)nnc1-c1ccco1
-1	COC(=O)C1CCN(C(=O)COC(=O)c2ccc(N3CCCC3=O)cc2)CC1
4	Cc1cc(C(N)=O)c2ccccc2n1
0	CC(C)Oc1ccc(S(=O)(=O)N2CCOCC2)cc1NC(=O)CSc1nnc(C2CC2)n1C
-4	COc1ccc(CNC(=O)COC(=O)c2n[nH]c3ccccc23)cc1
1	Cc1ccc(NC(=O)C2CC(=O)N(C(C)C)C2)cc1Cl (stereo unspecified)

# (listing goes on)
SMILES | TbREL1 inh
COc1ccc(C(=O)c2c3ccccc3[n+]([O-])n2CCCN)cc1 | -2
CCCCCCc1cc2cc(S(=O)(=O)c3ccc(C)cc3)c(=O)oc2cc1O | 0
CCOCCCN1CN(Cc2ccccc2)CNC1=S | -4
CCc1cc2c(SCC(=O)Nc3ccc(NC(C)=O)cc3)ncnc2s1 | 5
CCOC(=O)C1(C)CCCN(C(=O)c2cc(F)ccc2C)C1 (stereo unspecified) | -1
Cn1ncc(N=Cc2c(O)ccc3ccccc23)c1C(=O)N1CCOCC1 | -1
O=C(NNC(=O)C12CC3CC(CC(C3)C1)C2)c1ccco1 | 1
CC(C)=CCCC(C)CN(C)CCc1ccccn1 (stereo unspecified) | 6

# In another format: 4 of the compounds above.
mol: O=C(NCc1ccccn1)Nc1cccc(Cl)c1Cl
  TbREL1 inh = 4
mol: Cc1ccc(C)c(S(=O)(=O)N2CCN(C(=O)Cc3c(F)cccc3Cl)CC2)c1
  TbREL1 inh = -2
mol: O=C(Nc1cc(C(F)(F)F)ccc1Cl)C(NCc1ccccc1)c1ccccc1 (stereo unspecified)
  TbREL1 inh = 5
mol: COc1ccc(OC)c(NC(=O)Cn2c(=O)n(CC3CCCO3)c(=O)c3cc(OC)c(OC)cc32)c1 (stereo unspecified)
  TbREL1 inh = -1

# Next part.
SMILES | TbREL1 inh
CCOc1ccc(CCNC(=O)COC(=O)CSc2ccccc2C)cc1OCC | -2
CC(C)CCCC(C)NS(=O)(=O)Cc1ccccc1 (stereo unspecified) | 4
Cc1nn(Cc2c(F)c(F)c(F)c(F)c2F)c(C)c1NC(=O)c1c([N+](=O)[O-])c(C)nn1C | 3
COc1ccc(CC(=O)N/N=C(\C)c2cccs2)cc1OC | -1
CCOC(=O)c1ccc(NC(=O)CSc2nnc(-c3cccs3)n2C)cc1 | -3
NC1=NC[C@H](Cc2ccc(O)cc2)N1CCc1cc(C(F)(F)F)cc(C(F)(F)F)c1 | 11
C[C@H](O)[C@@H]1CN2CCc3c([nH]c4ccccc34)[C@@H]2C[C@@H]1N(C)C(=O)c1ccco1 | 2
O=C(Nc1ccccc1O)c1cc(S(=O)(=O)N2CCOCC2)c(Cl)cc1Cl | -2
Cc1ccc(S(=O)(=O)N(C)C)cc1NC(=O)C(C)OC(=O)c1ccc2c(c1)OCCO2 (stereo unspecified) | 7
Cc1ccccc1C(=O)N[C@H](C(=O)N1CCC[C@H]1C(=O)NCCc1ccccc1Cl)C1CCCCC1 | -2
Cc1cc(C)c2c(n1)SCC(=O)N2CC(=O)Nc1ccc(C)c(C)c1 | 1
CN(C(=O)COC(=O)Cn1cnc2c1c(=O)n(C)c(=O)n2C)C1(C#N)CCCCC1 | 0
C[C@H](NC(=O)c1nc[nH]c1C(=O)N1CCN(C(=O)OC(C)(C)C)CC1)C(=O)OCc1ccccc1 | -1
O=C1CN(c2nc(-c3cccs3)nc3sc4c(c23)CCCC4)CCN1 | 1
COc1ccc(-c2noc(CN3CCCC(OCc4ccccn4)C3)n2)cc1 (stereo unspecified) | -2
COc1ccccc1OCC(=O)c1[nH]c(C)c(C(C)=O)c1C | 2
Cc1cc(N2CCN(C(=O)OC(C)(C)C)C[C@H]2C)ccc1N1CCS(=O)(=O)CC1 | -3
C/C(O)=c1/c(=O)nc2cccc3c2=c1c1ccccc1c3=O | 2
Cc1cccc(NC(=O)CCS(=O)(=O)c2ccc3nc(C)sc3c2)c1 | 2
CC1(C)CC(NC(=O)COc2ccc3c4c(c(=O)oc3c2)CCCC4)CC(C)(C)N1 | 1
CS(=O)(=O)c1ccc(-c2nnc(NC(=O)C3=COCCO3)o2)cc1 | 4
CC(C)Cn1c(SCC(=O)N2CCCc3ccccc32)nc2ccccc2c1=O | 0
C[C@@H](CSc1ccc(Br)cc1)CN1CC[C@H](NC(=O)OCc2ccccc2)CCC1=O | 2
CCOC(=O)C/C(C)=N\Nc1ccc([N+](=O)[O-])cc1[N+](=O)[O-] | 0
COCCN1C(=O)N[C@@H](c2cccc(C(F)(F)F)c2)[C@H](C(=O)OC)[C@H]1C | 0
O=C(Nc1ccccc1)C1=C[C@@H](c2coc3ccccc3c2=O)C[C@@H](OCc2ccc(CO)cc2)O1 | -1
COc1ccccc1C1C(C#N)=C(N)Oc2c1c(-c1ccccc1)nn2-c1ccccc1 (stereo unspecified) | -3
O=C(c1ccc(Cl)c(S(=O)(=O)N2CCOCC2)c1)N1CCCCCC1 | -2
Cc1cccc(C)c1NC(=O)C(c1ccccc1)N1CCN(c2ccc(F)cc2)CC1 (stereo unspecified) | -6
